CBFb RUNX1 block: blocks binding between human CBF-beta and RUNX1; Potency, µM (series often up to 59.8 µM), without a hit: at the top dose activity, negative = inhibition, usual class: inhibitors; 230,000 tested, under 10 active; AlphaScreen CBFb-His/RUNX1-biotin binding, biochemical; also: % of control where 0% means no effect
Target sequence (Q01196 whole entry, looked up): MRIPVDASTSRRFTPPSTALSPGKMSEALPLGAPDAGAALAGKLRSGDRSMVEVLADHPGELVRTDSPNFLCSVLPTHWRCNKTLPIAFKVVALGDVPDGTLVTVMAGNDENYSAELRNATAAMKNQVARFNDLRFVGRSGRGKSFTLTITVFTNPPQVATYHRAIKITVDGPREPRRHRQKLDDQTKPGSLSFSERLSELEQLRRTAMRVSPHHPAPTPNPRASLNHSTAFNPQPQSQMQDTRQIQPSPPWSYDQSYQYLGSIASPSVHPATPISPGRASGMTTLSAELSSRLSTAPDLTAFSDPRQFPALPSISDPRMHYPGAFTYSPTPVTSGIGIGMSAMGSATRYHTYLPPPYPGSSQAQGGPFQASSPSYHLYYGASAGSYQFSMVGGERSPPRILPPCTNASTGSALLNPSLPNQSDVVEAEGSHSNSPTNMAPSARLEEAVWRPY
Target sequence (Q13951 whole entry, looked up): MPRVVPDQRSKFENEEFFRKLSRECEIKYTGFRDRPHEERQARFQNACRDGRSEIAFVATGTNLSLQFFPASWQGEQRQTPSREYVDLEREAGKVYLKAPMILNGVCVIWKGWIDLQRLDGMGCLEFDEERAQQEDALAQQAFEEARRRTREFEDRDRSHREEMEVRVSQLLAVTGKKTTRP
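Inhibition was taken as any reduction in AlphaScreen signal from the CBF-beta–RUNX1 pair (His and biotin tags, 30 nM each), measured after compound (15 min) and bead (90 min) incubations at room temperature.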
LMNA splice mod: modulators of lamin A splicing | Potency, µM (doses to about 46.1 µM), for the others: at the top dose ratio change, negative = inhibition, actives largely listed as inhibitors | HeLa LMNA splicing GFP/RFP minigene ratio, 48 h | 0.01% of 200,000 active | AID 1487; active = well fitted inhibition curve with a large enough effect in the signal ratio, with a control signal flat, not every such curve was filed as active; inconclusive = small, poorly fitted or top-dose-only effect, or effect the other way, or a change in a side signal; the % refers to the signal ratio; also: potency is read from the fitted curve at half-maximal effect; % is scaled to controls: 0 for no effect and ±100 for the full control effect
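S3 HeLa stable clones carrying a lamin A-EGFP splicing minigene plus DsRed2 were seeded at 600 cells/well in Opti-MEM with 2% FBS, pin-dosed and incubated 48 h at 37°C. Acumen cytometry (488 nm) gave the GFP/RFP total-intensity ratio.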
HTT ATP protect: cytoprotection in Huntington HTT-Q103 PC12 cell model; PC12 HTT-Q103 induced, cytoprotection, ATP luminescence, 40 h; Potency, µM (doses to about 56.4 µM), without a hit: cytoprotection (ATP increase), actives largely listed as activators; 0.14% of 230,000 active;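 also: potency is read from the fitted curve at half-maximal effect; % of control where 0% means no effect; nearly all actives have a fitted effect of over 45% in size; toxic huntingtin expression switched on by the ecdysone agonist tebufenozide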
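Cells were plated at 1500 per well in phenol red-free DMEM with 5% equine and 5% calf serum. Tebufenozide (100 nM final) and compounds were added, then ATPlite reagent, and luminescence was read.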
HTT aggregate: inhibitors of mutant huntingtin aggregate formation in PC12 cells. PC12 HttQ103-GFP aggregates, Acumen cytometry, 40 h. 1.1% of 220,000 active. Potency, µM (series often up to 46.1 µM), inactives show top-dose activity change, negative = inhibition, actives largely listed as inhibitors; also: potency is read from the fitted curve at half-maximal effect; % is scaled to controls: 0 for no effect and ±100 for the full control effect; nearly all actives have a fitted effect of over 60% in size
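Inducible Q103 Huntingtin exon 1–GFP PC12 line, 1500 cells/well in phenol red free DMEM with 5% equine and 5% calf serum. Tebufenozide 100 nM induced expression; compounds titrated; aggregates quantified by cytometry.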
GAA inh: alpha-glucosidase (human) inhibition | P10253 | purified human GAA, 4-MU-alpha-glucoside fluorescence | Potency, µM (series often up to 76.9 µM), inactives show at the highest dose activity change, negative = inhibition, hits mostly inhibitors | 0.005% of 200,000 active;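 also: potency is read from the fitted curve at half-maximal effect; plate controls were uninhibited enzyme wells for no effect and no-enzyme background for full effect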
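Read-out is 4-methylumbelliferone fluorescence (Ex 365/Em 440 nm) after NaOH/glycine stop at pH 10. Enzyme 4 nM, substrate 400 uM, pH 5.0 citrate buffer, 20 min room temperature; AC50 from Hill-equation concentration-response.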
aGlu spleen mod: inhibitors or activators of human alpha-glucosidase in spleen homogenate; human spleen homogenate, 4-MU-alpha-glucoside fluorescence; Potency, µM (doses to about 79.9 µM), without a hit: at the top dose activity change, negative = inhibition, actives largely listed as inhibitors; 0.006% of 240,000 active; P10253;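 also: potency is read from the fitted curve at half-maximal effect; 0% = enzyme with vehicle and -100% = no enzyme basal signal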
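Compounds were titrated against alpha-glucosidase in spleen homogenate at pH 5.0, with 1 mM 4-methylumbelliferyl substrate for 40 min at 37 C. Reactions were quenched with pH 10 NaOH/glycine and fluorescence measured.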
GAA glycogen mod: inhibitors or activators of human alpha-glucosidase glycogen cleavage | Potency, µM (doses to about 76.4 µM), inactives show at the highest dose activity change, negative = inhibition, usual class: inhibitors | 0.38% of 300,000 active | AID 2100 | recombinant GAA, glycogen substrate, Amplex Red glucose oxidase fluorescence;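 also: potency is read from the fitted curve at half-maximal effect; 0% = full enzyme reaction and -100% = no-enzyme basal signal; the screen sought inhibitors and activators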
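Recombinant human enzyme (4 nM); glycogen substrate; 37 C, 40 min, pH 5.0. Readout: coupled glucose oxidase/Amplex Red fluorescence.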
Starred values were filed as active, the others as inactive; ? = inconclusive; / = not tested or not shown; [ ] = dose if it differs, or a comment. Unless noted, calls follow the shape of the dose curve; as a rule, active = well fitted curve in the direction sought with a large enough effect; inconclusive = small, poorly fitted or top-dose-only effect, or another doubt; inactive = no such curve, though single readings can be large; an effect the other way counts as inactive or inconclusive. Rows are unselected, and some 1.5% of all compounds hit somewhere here.

SMILES	CBFb RUNX1 block	LMNA splice mod	HTT ATP protect	HTT aggregate	GAA inh	aGlu spleen mod	GAA glycogen mod
Cn1nnnc1SCc1ccc(Cl)cc1	12.9%	/	-34.7%[inhibitor]	-5.4%	-8.8%	/	0.9%
O=S(=O)(c1ccc2c(c1)OCCCO2)N1CCNCC1	9.3%	-7.9%	-11.3%[10 µM]	-3.0%	4.0%	-2.1%	1.9%
Cn1c(N)c(C#N)c2c(c1=S)COC(C)(C)C2	-0.5%	10.7%	-9.6%	-7.4%[9.22 µM]	-1.4%	-21.0%	14.3%
CC(=O)c1cn(N(C)c2ncc(C(F)(F)F)cc2Cl)c(=O)[nH]c1=O	3.0%	?	-36.1%[inhibitor]	21.7%	-7.6%	-1.2%	-9.9%
COc1ccc(Cn2nnc3c(=O)[nH]c(C4CCN(C(=O)c5ccccc5Cl)CC4)nc32)cc1	-1.1%	1.4%	-39.8%[inhibitor]	-21.8%	2.6%	4.8%	5.3%
N#CC(c1ccccc1F)(c1ncc(C(F)(F)F)cc1Cl)N1CCOCC1 (stereo not drawn)	0.2%	-1.0%	2.4%	4.6%	4.7%	-11.1%	4.0%
O=C(CN1CCN(c2ccc(F)cc2)CC1)NC(=O)NCc1ccco1	-14.5%	/	-45.4%[inhibitor]	-9.0%	-33.0%	-4.1%	1.1%
N#CCCN(Cc1cccs1)C(=O)c1ccc(Cl)cc1	5.3%	/	11.1%[10 µM]	-11.7%[9.22 µM]	?	-4.2%	2.1%
COc1ccc(C2C(C(=O)N3CCN(c4ccccc4F)CC3)c3ccccc3C(=O)N2C)cc1 (stereo not drawn)	7.9%	-1.6%	-4.8%	6.3%	-4.4%	-13.6%	0.5%
Cc1ccc(-c2csc(NC(=O)CSc3nc(C)cs3)n2)cc1	17.3%	-9.0%	-24.4%[10 µM]	21.1%	12.1%	-6.9%	0.2%
COc1ccc(-n2cnnc2SCC(=O)c2ccc(S(=O)(=O)N3CCOCC3)cc2)cc1	-19.0%	?	-24.8%[10 µM]	3.5%[9.22 µM]	?	-10.4%	-7.5%
Cc1onc(-c2ccccc2Cl)c1C(=O)N1CCOC12CCCCC2	3.2%	-17.4%[46 µM]	3.5%[10 µM]	-9.9%	1.7%	-2.7%	17.7%
Cc1cccc(NC(=S)NCc2cccs2)c1	-0.9%	-24.1%[46 µM]	4.9%	-4.9%	0.9%	2.3%	-17.4%
COc1ccc(OC)c(-n2nnnc2SCC(=O)NCCc2ccccc2)c1	-6.4%	1.5%	-14.7%	-12.6%	-6.7%	3.5%	4.0%
Cc1ccc(OCCCC(=O)Nc2ccc(S(N)(=O)=O)cc2)cc1	-0.3%	/	8.6%	-13.1%	-2.4%	2.9%	-7.3%
COc1cc(NC(=S)NCCSc2ccc(C)cc2)cc(OC)c1	-19.6%	?	35.4%[10 µM]	5.5%	-7.2%	-4.4%	-21.4%
N#CC1=C(N)OC2=C(C(=O)CCC2)C1c1ccc(OC(=O)N2CCOCC2)cc1 (stereo not drawn)	2.6%	18.9%	21.9%[10 µM]	8.1%	-1.7%	2.2%	3.8%
Cc1nn(C)c(C)c1C1Nc2ccccc2C(=O)N1O (stereo not drawn)	-5.2%	-6.9%	6.6%[10 µM]	11.8%	?	-3.9%	?
COc1ccc(CC(=O)Nc2cc(S(=O)(=O)N3CCOCC3)ccc2N2CCOCC2)cc1	1.1%	-17.8%[46 µM]	10.0%[10 µM]	-2.7%	-3.4%	-9.2%	-6.4%
COc1ccc(-n2c(Cc3ccccc3)nnc2SCC(=O)N2CCCc3ccccc32)cc1	-2.5%	0.9%	2.1%[10 µM]	-7.3%	-4.2%	-7.6%	3.0%
CN1C(=O)/C(=C/c2ccccc2OCc2ccc(C(=O)O)cc2)NC1=S	2.1%	/	/	/	10.8%	1.4%	-7.5%
O=C(O)c1ccc(NC(=O)C2(c3ccccc3)CCCC2)cc1	11.0%	/	-5.8%[10 µM]	3.5%[9.22 µM]	/	9.7%	6.7%
Cc1ccc(N2C(=O)N(c3ccc(C)cc3)C3CS(=O)(=O)CC32)cc1 (stereo not drawn)	5.5%	-9.3%[46 µM]	-7.7%	-12.2%[9.22 µM]	?	0.0%	-13.4%
CN(C)CCCOc1ccc2c(c1)Sc1ccccc1CC2=O	-1.8%	1.2%	-21.7%[10 µM]	-17.6%	6.2%	5.0%	-1.2%
O=C(COC(=O)COc1ccc(Cl)cc1)NCc1cccs1	-3.4%	-3.7%	19.7%[1.9 µM]	-3.1%	-1.6%	-2.0%	11.6%
(more compounds)
SMILES	CBFb RUNX1 block	LMNA splice mod	HTT ATP protect	HTT aggregate	GAA inh	aGlu spleen mod	GAA glycogen mod
CN(C)S(=O)(=O)N1CCN(c2cccc(Cl)c2)CC1	-1.8%	-7.9%	-12.9%	-1.1%	-1.5%	-3.1%	-8.0%
COc1ccc(NC(=O)N2CCc3nc(-c4ccccc4)c4c(c3C2)CO[C@@H](C)C4)cc1	4.3%[13.1 µM]	0.5%[9.22 µM]	-13.2%[10 µM]	/	/	1.5%[17.4 µM]	/
CCC(=O)N1CN(S(=O)(=O)c2ccc(C)cc2)CC1C (stereo not drawn)	4.0%	-7.7%	-21.9%	-3.1%	-0.2%	4.0%	-4.3%
O=c1[nH]c2ccc(S(=O)(=O)N3CCN(c4ccc(F)cc4)CC3)cc2o1	-5.2%	/	19.4%[10 µM]	-3.1%[9.22 µM]	/	8.2%	-1.6%
COCCn1c(=NC(=O)c2sc3ccccc3c2Cl)sc2cc(S(N)(=O)=O)ccc21	-17.8%	3.3%	9.4%[10 µM]	32.6%	?	1.4%	-0.5%
Cc1ccc(-c2nc(SCC(=O)N(C)C3CCS(=O)(=O)C3)[nH]c2-c2ccc(C)cc2)cc1 (stereo not drawn)	-4.5%	-13.0%	-8.0%	15.2%	-13.6%	-15.2%	-3.0%
Cc1cccnc1NC(=O)c1ccc([N+](=O)[O-])o1	0.3%	?	23.5%[10 µM]	?	10.1%	-10.0%	0.2%
C=CCNC(=S)N1CC2(C)CN(C(=S)NCC=C)CC(C)(C1)C2=O	1.7%	/	18.2%[10 µM]	-3.1%[9.22 µM]	/	-3.1%	-1.3%
CC(Sc1nc(NC(C)(C)C)nc(N(C)C)n1)C(=O)Nc1ccccc1 (stereo not drawn)	-0.4%	16.6%[46 µM]	-64.3%[inhibitor]	-6.0%	-4.4%	-5.5%	7.8%
CC(=O)c1ccc(S(=O)(=O)N2CCN(C)CC2)cc1	0.2%	?	-2.0%[10 µM]	-13.8%[9.22 µM]	-8.5%	-0.3%	-4.2%
CC(=O)c1ccc(N2CCN(C(=O)/C=C/c3cccs3)CC2)cc1	-3.0%	5.2%[46 µM]	-41.7%[inhibitor]	-8.2%	-5.2%	-2.4%	1.8%
Cc1ccccc1C(=O)Nc1cccc(NC(=O)Cn2cnc3c(=O)n(C)c(=O)n(C)c32)c1	7.4%	?	-95.8%[inhibitor][0.074 µM]	?	-5.5%	-4.6%	1.4%
O=c1[nH]c(Nc2nc3ccccc3o2)nc2c1CCCC2	-2.5%	8.2%	-38.2%	-14.1%	-0.9%	0.7%	12.2%
COc1ccc(C(=O)Nc2c(N)nc(SCC(=O)N3CCC(C)CC3)[nH]c2=O)cc1OC	-1.0%	4.5%	-1.8%	0.3%	3.3%[15.4 µM]	-1.4%	10.1%
COc1ccccc1C1CC(c2c(-c3ccccc3)c3cc(Cl)ccc3[nH]c2=O)=NN1S(C)(=O)=O (stereo not drawn)	-1.2%	19.6%	-89.8%[inhibitor]	?	8.0%	2.5%	3.0%
CN(C)CCCN(C(=O)c1ccc2c(c1)CCCC2)c1nc2c(F)cccc2s1	-3.9%	-20.4%	4.7%[1.9 µM]	2.5%	-1.6%	0.7%	2.5%
O=c1c2ccccc2nc(/C=C/c2c[nH]c3ccccc23)n1-c1ccc([N+](=O)[O-])cc1	2.7%	-8.1%	10.5%[10 µM]	?	-5.2%	-4.4%	9.1%
C(=N\N(c1ccccc1)c1ccccc1)/c1ccc2c(c1)OCO2	3.5%	-4.7%	-27.9%	-11.6%	-3.7%	-7.8%	-9.5%
COc1cc2c(C(=O)N3CCN(C)CC3)c(C)oc2cc1Br	0.9%	-1.4%	-7.4%	-14.6%	-6.1%	3.6%	8.8%
COc1ccc(-c2csc(-n3ncc(-c4ccccn4)c3N)n2)cc1	-13.2%	28.9%[46 µM]	4.8%[10 µM]	4.9%	4.4%	2.0%	-1.2%
O=C(O)c1cccc2cccnc12	-6.8%	1.5%	7.3%	-9.6%	-8.6%	-8.3%	4.9%
Cc1ccc(NC(=O)C(C)N2C(=O)C3C4CC(C(Br)C4Br)C3C2=O)cc1 (stereo not drawn)	4.7%	9.8%	-26.1%	-5.5%	-0.7%	0.7%	-3.1%
CCc1c(-c2ccccc2)nc2nc(C)c(C)nn12	6.3%	-4.4%	-8.3%	-10.4%	-6.1%	-10.5%	-1.5%
CCOc1ccc(N2CC(C(=O)NCCN3C(=O)S/C(=C\c4ccc(OC)c(OC)c4)C3=O)CC2=O)cc1 (stereo not drawn)	3.1%	0.2%	15.1%[10 µM]	20.1%	-2.7%	3.8%	-8.4%
COc1ccccc1OCC(=O)NCCC1=CCCCC1	2.8%	?	/	-28.7%	-3.1%	-9.8%	5.6%
O=C(Nc1ccccc1)OCc1cnc(Cl)s1	-4.5%	15.4%[46 µM]	?	6.9%	10.5%	-0.3%	4.4%
CCCc1nn(C)c2c(=O)[nH]c(-c3ccccc3OCC)nc12	-1.2%	?	/	-6.7%	2.6%	-2.6%	4.7%
O=C(COC(=O)Cc1cccc(C(F)(F)F)c1)Nc1ccccc1	-3.9%	-6.4%	-8.3%[10 µM]	?	4.0%	0.7%	4.4%
